Screening data from PubChem.
MCF10A rereplic = inducers of DNA re-replication in MCF 10A breast cells | MCF 10A DNA re-replication, Hoechst nuclear intensity, 48 h | Potency, µM (series often up to 46.1 µM), inactives show top-dose activity, positive = re-replication, usual class: activators | 350,000 compounds, 2.9% hits | AID 624296; further: potency means the concentration at half of the fitted maximal effect; % of control where 0% means no effect; nearly all actives have a fitted effect of over 50% in size
KB-3-1 cytotox = kills parental KB-3-1 adenocarcinoma cells; Potency, µM (titrated, usually from 46.1 µM), without a hit: at the top dose activity change, negative = cytotoxic, most hits filed as cytotoxic; 400,000 compounds, 1.4% hits; AID 1347075; KB-3-1 viability, CellTiter-Glo ATP luminescence, 72 h; further: potency means the concentration at half of the fitted maximal effect; on the % scale 0 is the no-effect control and ±100 the full control effect; nearly all actives have a fitted effect of over 60% in size
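Using CellTiter-Glo luminescence, growth of non-resistant KB-3-1 adenocarcinoma cells is assessed 72 h after pin-tool compound addition at 37 °C. Normalized responses across the concentration series yield fitted curves.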
HT1080NT lethal = kills 2HG-producing HT-1080-NT fibrosarcoma cells; HT-1080-NT fibrosarcoma viability, CellTiter-Glo ATP luminescence, 48 h; Potency, µM (highest dose often 46.1 µM), inactives show at the highest dose activity, negative = less viability, hits mostly cytotoxic; 360,000 compounds, 1.6% hits; AID 686970;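 further: NT is the 2HG producing partner of a matched IDH1 knockdown line; potency means the concentration at half of the fitted maximal effect; 0% = DMSO-treated cells and -100% = media-only wells without cells; nearly all actives have a fitted effect of over 55% in size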
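Read-out is CellTiter-Glo luminescence after 10 minutes at room temperature, following 48 hours' compound treatment of HT-1080-NT cells (750 cells/well, RPMI, 5% FBS, 37 degrees C).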
GLP1R cytotox = cytotoxicity in counter-screen for GLP-1R inverse agonists; HEK293 cAMP-luciferase reporter cells, luminescence, 24 h; Potency, µM (highest dose often 38.3 µM), inactives show at the top dose activity change, negative = inhibition, actives largely listed as inhibitors; 410,000 compounds, 0.13% hits;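 further: loss of luciferase light is scored as toxicity; potency means the concentration at half of the fitted maximal effect; on the % scale 0 is the no-effect control and ±100 the full control effect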
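To flag toxic compounds, the library was rerun on cells for 24 hr at 37 deg C and 5% CO2. Viability-linked luminescence was captured 12 min after adding luciferase detection reagent.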
HT1080 IDH1KD tx = kills HT-1080 cells with IDH1 knockdown. HT-1080 IDH1 knockdown viability, ATP luminescence, 48 h. Potency, µM (series often up to 46.1 µM), for inactives: top-dose activity, negative = toxicity, usual class: cytotoxic. 360,000 compounds, 2% hits. AID 686971;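 further: potency means the concentration at half of the fitted maximal effect; 0% = DMSO wells and -100% = cell-free medium wells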
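Cytotoxicity counter-line: IDH1KD HT-1080, 48 h, CellTiter-Glo. Curves classed by r2, magnitude and activity.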
IL-1B inflam inh = blocks inflammasome-driven IL-1 beta release; THP-1 LPS/ATP IL-1B secretion, AlphaLISA, 16 h; stronger effect = lower value; AID 743279; 360,000 compounds, 4.7% hits; activity change, % at 57.5 µM; in the data active means activity change below about -50%; inconclusive means mostly about -30% to -49%; further: on the % scale 0 is the no-effect control and ±100 the full control effect
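THP-1 cells pretreated 1 hr with compounds (up to 57.5 uM final), then stimulated with LPS (250 ng/mL final) plus ATP (1.25 mM final); secreted IL-1B measured by AlphaLISA after 16 hr, decreased signal indicating inhibition.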
KB-V1 cytotox = kills drug-selected multidrug resistant KB-V1 cells; KB-V1 MDR cells viability, CellTiter-Glo, 72 h; Potency, µM (titrated, usually from 46.1 µM), for the others: at the highest dose activity change, negative = cytotoxicity, actives largely listed as cytotoxic; 400,000 compounds, 3.4% hits; AID 1347076; further: potency means the concentration at half of the fitted maximal effect; on the % scale 0 is the no-effect control and ±100 the full control effect; nearly all actives have a fitted effect of over 60% in size
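Readout: CellTiter-Glo luminescence, 10 min after addition. Cells: KB-V1 MDR subline, 72 h at 37 degrees C with compound. Analysis: corrected, normalized data fitted to concentration-effect curves.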
DRD3 agonist = activates the human D3 dopamine receptor; max activation, %; P35462; D3R DiscoveRx beta-arrestin cells, luminescence, 90 min; 410,000 compounds, 0.58% hits; in the data active means max activation above about 30%; further: 0% is about no effect; mostly tested at two doses, the higher about 12 µM
Target sequence (P35462 whole entry, looked up): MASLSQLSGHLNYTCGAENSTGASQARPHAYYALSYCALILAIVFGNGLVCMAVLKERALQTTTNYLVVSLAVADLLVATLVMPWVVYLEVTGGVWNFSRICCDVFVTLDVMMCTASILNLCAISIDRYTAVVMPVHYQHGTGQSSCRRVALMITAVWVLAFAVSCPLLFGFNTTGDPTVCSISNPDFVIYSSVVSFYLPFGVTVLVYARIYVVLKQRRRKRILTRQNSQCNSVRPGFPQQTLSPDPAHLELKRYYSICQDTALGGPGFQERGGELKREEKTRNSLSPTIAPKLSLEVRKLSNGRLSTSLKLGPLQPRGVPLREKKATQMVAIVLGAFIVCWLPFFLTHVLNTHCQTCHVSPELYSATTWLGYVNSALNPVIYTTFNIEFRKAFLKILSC
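Agonist mode: compounds and dopamine controls were applied to plated cells for 90 min at 37 degrees C after an overnight attachment at 1500 cells/well. Luminescent read-out followed 30 - 60 minutes at room temperature with DiscoveRx detection reagent.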
SW480 rerep = induces DNA re-replication in SW480 colon adenocarcinoma cells. 340,000 compounds, 1.8% hits. AID 624297. SW480 DNA re-replication, Hoechst DNA content imaging, 48 h. Potency, µM (series often up to 46.1 µM), without a hit: top-dose re-replication activation, usual class: activators; further: potency means the concentration at half of the fitted maximal effect; % of control where 0% means no effect; nearly all actives have a fitted effect of over 55% in size
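Image-based read-out: total Hoechst fluorescence of nuclei (405 nm excitation, 500-530 nm emission), with hits raising the fraction of high-intensity nuclei. SW480 colon cells incubated 48 hr with compounds at 37 C.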
Starred values were filed as active, the others as inactive; ? = inconclusive; / = no result given; & = joins results of further samples; [ ] = another dose, or the depositor's remark. Unless noted, the call rests on the fitted dose curve; in most records, active means well fitted curve in the direction sought with a large enough effect; inconclusive means small, poorly fitted or top-dose-only effect, or another doubt; inactive means no such curve, though single readings can be large; an effect the other way counts as inactive or inconclusive.

SMILES | MCF10A rereplic | KB-3-1 cytotox | HT1080NT lethal | GLP1R cytotox | HT1080 IDH1KD tx | IL-1B inflam inh | KB-V1 cytotox | DRD3 agonist | SW480 rerep
COc1ccc(NC(=O)C2CCN(c3nc(-c4ccc(OC)cc4)no3)CC2)cc1 | 29% | 3% | 2% | 0% | -4% | -4 | -6% | 1 | -9%
COc1ccccc1N(CC(=O)NCc1ccccc1C)S(=O)(=O)c1ccc(C)cc1 | 4% | ? | -17% | -7% | -1% | -1 | 23% | 4 | 27%
COc1cccc(C(=O)N2CCC(C(=O)NCc3ccc(C)cc3)CC2)c1 | -11% | ? | -3% | 6% | 12% | 0 | -11% | 3 | -2%
O=C(O)c1cccc2c1C(=O)c1cccc3snc-2c13 | ? | 0% | 16% | 1% | 17% | 1 | 12% | -11 | 0%
Cc1cccc(OCc2ccc(C(=O)Nc3cc(C)on3)o2)c1 | 1% | ? | -2% | 5% | 0% | 8 | -5% | 3 | -1%
CNc1nc(-c2ccc(S(=O)(=O)N3CCCCC3)cc2)cs1 | 0% | -16% | -13% | -12% | -6% | -6 | -29% | 0 | 1%
CCOc1ccc(N2C(=O)CC(Cc3cc(C)cc(C)c3)C2=O)cc1 (stereo not given) | 0% | 0% | 6% | 4% | 5% | -6 | 0% | 13 | -1%
Cc1ccc(N2CC(C(=O)NCC3CCCO3)CC2=O)cc1Cl (stereo not given) | -4% | -5% | 4% | 11% | 15% | 26 | 10% | -1 | 1%
CC1CCC(N2CCN(C(=O)c3ccccc3F)CC2)CC1 (stereo not given) | 12% | 0% | 6% | -2% | 2% | 1 | 3% | -3 | 8%
Cc1ccc2c(c1)COc1c3ccc(C(=O)NC(C)C)cc3nn1-2 | -45%[inhibitor] | 1% | 0% | -9% | 1% | -2 | -18% | 2 | -42%[inhibitor][9.22 µM]
COc1ccc(C=C2SC(=O)NC2=O)cc1OC | 14% | 7% | -14% | -16% | -23% | -5 | -21% | 13 | -5%
COc1ccc(-n2c(SCc3ccc(C#N)cc3)nnc2-c2ccccn2)cc1 | -11% | 17% | 7% | -20% | 10% | 8 | -29% | 2 | 0%
CC(C)C(=O)NC(=S)Nc1ccc(S(=O)(=O)N2CCCC2)cc1 | ? | 2% | 13% | 26% | 3% | -1 | 15µM* | -4 | 1%
O=C(NCCN1CCCC1)c1cccc(Cl)c1 | -4% | 1% | ? | 19% | 18% | 42 | -3% | -22 | -6%
O=C(NCc1ccncc1)c1csc([C@@H]2C[C@H](O)[C@@H](CO)O2)n1 | / | -5% | 20% | -10% | -1% | 0 | -10% | -5 | /
O=C(NCCCN1CCN(Cc2ccccc2)CC1)c1nnc(Cc2c(F)cccc2Cl)o1 | 4% | 1% | -6% | -30% | -8% | 3 | ? | 2 | -10%
Cc1ccccc1CCN1CCCC(CN(C)CC(C)(C)C)C1 (stereo not given) | 19% | 0% | 0% | 3% | 4% | 10 | -3% | 1 | 1%
CCn1c(=O)c(C(=O)Nc2ncccc2O)c(O)c2ccccc21 | ? | 19% | -21% | 32%[activator] | 0% | 10 | -5% | 4 | 5%
CCOC(=O)[C@H]1[C@H]2COc3ccc(C)cc3[C@@H]2N2C(=O)c3ccc(F)cc3NC(=O)[C@@]12C | 3% | 0% | 6% | 5% | -13% | -14 | 0% | -2 | 10%
Cc1ccc(CNC(=O)CN(c2cccc([N+](=O)[O-])c2)S(C)(=O)=O)cc1 | -40%[inhibitor] | ? | -4% | 1% | -5% | -15 | -28% | -1 | -22%
O=C(C1CC(=O)N(c2ccc(F)cc2)C1)N1CCCCC1 (stereo not given) | 15% | ? | ? | -1% | 9% | -5 | -13% | 6 | -9%
CCn1ncc(Br)c1C(=O)Nc1cc(C)on1 | -1% | 20% | 0% | 5% | 0% | 0 | ? | 5 | 11%
S=C(NCC1CCCO1)Nc1ccc(Cl)cc1 (stereo not given) | 7% | -1% | 11% | -4% | 15% | 7 | ? | 2 | 0%
Cc1cccc(NC(=O)CSc2nnc(-c3ccco3)n2CC2CCCO2)n1 (stereo not given) | 0% | -6% | 1% | -4% | -3% | -10 | 0% | 0 | 9%
Cc1ccccc1CN1C[C@@H]2C[C@@H](c3ccc4nsnc4c3)N3CCC[C@@]23C1=O | 19% | -3% | -11% | -6% | -10% | -1 | -18% | -11 | 10%
(cont.)
SMILES | MCF10A rereplic | KB-3-1 cytotox | HT1080NT lethal | GLP1R cytotox | HT1080 IDH1KD tx | IL-1B inflam inh | KB-V1 cytotox | DRD3 agonist | SW480 rerep
CC(=O)NC(c1ccccc1)c1nc(-c2cccnc2)cs1 (stereo not given) | / | 0% | 27% | 0% | 8% | 10 | 3% | 6 | /
c1csc(-c2ccc3nncn3c2)c1 | / | 0% | ? | 2% | 8% | 47 | -2% | 2 | /
CC(=O)NCCNc1nc(NCc2ccccc2)nc2ccsc12 | / | 0% | -16% | -6% | 3% | 89 | 20% | 8 | /
COc1ccccc1N1CCN(CCCNC(=O)c2cnn(-c3ccccc3)c2C2CCN(C(=O)OC(C)(C)C)CC2)CC1 | / | -5% | / | -11% | / | / | 4% | -27 | /
COc1cccc(C2CC(c3cccs3)=NN2C(=O)CSC2=NCCS2)c1OC (stereo not given) | ? | -7% | -4% | -29% | -13% | ? | ? | -7 | 20%
CCc1ccc(CNC(=O)c2ccc(NC(=O)C3=CSCCO3)cc2)cc1 | -1% | -3% | ? | -20% | -11% | -11 | -18% | 20 | -4%
Cc1cccc(NC(=S)N2CCN(c3ccccn3)CC2)c1 | 1% | 1% | 7% | 3% | 5% | 32 | 7% | 6 | -6%
CC(/C=N/Nc1nc(N2CCCCC2)nc(N2CCCCC2)n1)=C\c1ccccc1 | -13% | 5% | -14% | 24% | -5% | 1 | -6% | 39* | -9%
N#CC1(c2ccccc2)CCCN1C(=O)c1ccccc1Br (stereo not given) | -9% | 1% | -1% | -4% | -1% | 11 | -24% | 3 | -1%
O=C1NC(=O)C2(N1)c1ccccc1-c1ccccc12 | 1% | 9% | 10% | -4% | 13% | 9 | 5% | 3 | -2%
Cn1c(-c2ccccc2)c(C(=O)CC#N)c2ccccc21 | 2% | 9% | -1% | 0% | 5% | 7 | 1% | 5 | -2%
O=c1c2ccccc2n2c(-c3cccc(F)c3)nnc2n1Cc1ccccc1 | 7% | 0%&-7% | -17% | -12%&71% | -1% | 0 | ? | 2&5 | -7%
Nc1ccc(C2(c3ccc(N)cc3)OC(=O)c3ccccc32)cc1 | -12% | 2% | 6% | 1% | 0% | -8 | -6% | 0 | -5%
COc1ccc(-n2c3c(cc(C(=O)N4CCC(C)CC4)c2=O)C(=O)CC(C)(C)C3)cc1 | 3% | 1% | 3% | 8% | 7% | -5 | 9% | 4 | 0%
Cc1ccc(C(=O)COC(=O)c2cccc(NC(=O)c3ccc([N+](=O)[O-])cc3[N+](=O)[O-])c2)cc1 | ? | ? | ? | ? | ? | ? | 18µM* | -2 | 26%
Cc1nc2nc(COc3ccccc3)[nH]n2c(=O)c1Cl | 12% | -1% | 1% | 0% | -9% | 13 | 12% | 2 | -8%
COc1ccc(NC(=S)N2CCC(c3ccc(C)cc3)C2)cc1 (stereo not given) | 13% | 1% | 4% | -23% | 2% | -17 | 11% | -3 | 11%
Cc1ccc(NS(=O)(=O)c2ccc(CCC(=O)NCc3cccnc3)cc2)cc1 | 6% | -14% | -8% | -11% | -2% | 13 | -3% | -9 | -8%
COc1cc(/C=N/O)cc(Br)c1OC | 11% | 20% | 0% | 3% | 2% | 0 | -7% | 3 | 1%
COc1ccc(C2SCC(=O)N2c2nnc(C34CC5CC(CC(C5)C3)C4)s2)cc1 (stereo not given) | 0% | ? | 9% | -3%[1.53 µM] | -1% | 2 | ? | -14 | 0%
Cc1ccc2c(c1)N(CC(=O)NC1CCC(C)CC1)C(=O)CO2 (stereo not given) | 3% | -5% | 4% | -6% | 1% | 4 | 2% | 4 | -5%
O=C(CCn1cnc2ccccc2c1=O)Nc1ccc(S(=O)(=O)N2CCCC2)cc1 | -7% | 17% | 17% | -5% | 9% | 0 | 1% | 5 | 5%
CCCn1nc(NC(=O)c2ccco2)c2cc3cc(C)ccc3nc21 | 0% | 1% | 5% | 148%[activator] | -1% | 0 | -21% | 7 | 18µM*
O=C(CCCC(=O)N1CCN(c2cccc(Cl)c2)CC1)c1ccccc1 | -7% | -11% | -10% | 6% | -11% | 5 | 0% | 1 | -12%
COc1ccc(NC(=O)CN2CCN(C(=S)NC3CCCC3)CC2)cc1 | -2% | -3% | 6% | 1% | 0% | 35 | 3% | 4 | -14%
CC(=O)N[C@@H](C)C(=O)N1CCN(S(=O)(=O)c2ccc(Cl)cc2)CC1 | 1% | -9% | -5% | 1% | -5% | -2 | -5% | -1 | 2%
Nc1nc2ccc(Cl)cc2o1 | -2% | -7% | 9% | 2% | 11% | 7 | 6% | 2 | 1%
CC1(C)N=C(c2cccs2)C(C)(C)N1O | -10% | 0% | 2% | -13% | 7% | 4 | 0% | -6 | -1%
O=[N+]([O-])c1ccc(Oc2ncccn2)cc1 | 0% | -5% | 4% | -6% | 16% | -5 | 13% | -10 | 8%
Cc1ccc(NC(=O)c2noc3c2CCCCC3)cc1 | 0% | -1% | 4% | 2% | -5% | -2 | 1% | 10 | 0%

For convenience, 3 of the compounds above:
SMILES | MCF10A rereplic | KB-3-1 cytotox | HT1080NT lethal | GLP1R cytotox | HT1080 IDH1KD tx | IL-1B inflam inh | KB-V1 cytotox | DRD3 agonist | SW480 rerep
COc1cccc(C2CC(c3cccs3)=NN2C(=O)CSC2=NCCS2)c1OC (stereo not given) | ? | -7% | -4% | -29% | -13% | ? | ? | -7 | 20%
CCc1ccc(CNC(=O)c2ccc(NC(=O)C3=CSCCO3)cc2)cc1 | -1% | -3% | ? | -20% | -11% | -11 | -18% | 20 | -4%
Cc1cccc(NC(=S)N2CCN(c3ccccn3)CC2)c1 | 1% | 1% | 7% | 3% | 5% | 32 | 7% | 6 | -6%

Outcome played no part in choosing rows; about 11% have a hit in one of these screens.
